b-catenin transl: modulators of beta-catenin nuclear translocation, primary screen, imaging, HeLa cells, immunofluorescence, high-content; nuclear translocation activity, % at 5 µM; AID 1665, 2009; 190,000 compounds, 0.3% hits;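 active means nuclear translocation activity above 50% at 5 µM, with a well cell count of 50 or more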;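 further: per-cell ratio of nuclear to cytoplasmic median beta-catenin stain intensity; plate controls were DMSO negative control for no effect and GSK-3 inhibitor IX positive control for full effect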
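test system = HeLa cells, endogenous beta-catenin | dosing = single 5 µM dose plus 0.02–20 µM confirmation series | times = compound treatment 24 h, 37°C, 5% CO2 | technique = beta-catenin immunofluorescence imaging with DAPI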
MT stabilizer: microtubule stabilizers in HeLa cells, primary screen, imaging, high-content imaging; HeLa tubulin immunostaining HCS, 24 h; share of cells brighter than vehicle mean+2SD; % tubulin-high responders, % at 10 µM; 200,000 compounds, 0.83% hits; AID 2205, 2009;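 active means plate Z-score above 3 for both tubulin-high and condensed-nucleus cell shares, with cell loss under 80%, at 10 µM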;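 further: anti alpha tubulin signal scored within the nucleus-defined area of each cell; some results filed as inactive read as strong as hits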
Hep lipid drop: inhibitors of hepatocyte lipid droplet formation, primary screen, imaging, high-throughput imaging, BODIPY stain; AML12 mouse hepatocytes, oleate lipid droplets; inhibition, % at 6.5 µM; 240,000 compounds, 0.4% hits; AID 1656, 2009;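 active means lipid droplet intensity inhibited by at least 50%, with more than 500 cells counted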
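Material – AML12 mouse liver cells · Also added – oleate loading, 100 µM · Compound dosing – 6.5 µM single-point dosing · Times – overnight treatment with compound plus oleate · Measured by – fluorescence imaging, 20x objective, two fields per well · Read-out – percent inhibition of filter-corrected integrated lipid droplet intensity per well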
human PMI inhibition: inhibitors of human PMI, primary screen, biochemical, fluorescence intensity, coupled assay (AID 1209); 190,000 compounds, 0.42% hits; inhibition, % at 20 µM, or IC50 in µM where a hit was titrated; Mannose-6-phosphate isomerase (Homo sapiens); purified PMI enzyme, coupled fluorescence intensity; higher % means a stronger effect;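 further: plate controls were DMSO vehicle for no effect and wells lacking substrate for full effect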
PMI inhibition: human PMI inhibitors, high substrate, primary screen, biochemical, fluorescence intensity, high mannose 6-phosphate (AID 1220); one-dose inhibition, % at 20 µM; IC50 in µM for titrated hits; Mannose-6-phosphate isomerase (Homo sapiens); recombinant PMI enzyme, coupled fluorescence intensity; higher % means a stronger effect; 190,000 compounds, 0.66% hits
Ins promoter up: insulin promoter activators in MIN6 cells, imaging, high-content screening, mouse beta cells; MIN6 insulin promoter-GFP reporter; hits give high values; z-score at 5 µM; 190,000 compounds, 0.3% hits;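 active means z-score above 3 at 5 µM with at least 500 cells counted in the well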
TNAP activation fold: human TNAP enzyme activators, primary screen, biochemical, luminescent, no phosphate acceptor, uHTS (AID 1001) | Alkaline phosphatase, tissue-nonspecific isozyme (Homo sapiens) | purified TNAP, luminescent activation assay, no phosphate acceptor; higher activation fold means a stronger effect | activation fold at 20 µM, or EC50 in µM where a hit was titrated | 200,000 compounds, 0.03% hits; in the data active means activation fold from about 3, or a potency from the dose series; inactive means the rest, 99 in 100 with activation fold below about 1.6; further: many of its hits are not listed in these tables
Autophagy HCS: autophagy modulators in MEF cells, primary screen, imaging, high-content, MEF GFP-LC3; MEF GFP-LC3 puncta imaging; test concentration mostly 10 µM; calls only at 10 µM (by protocol); 190,000 compounds, 0.98% hits;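 active means percentage of spot-positive cells more than 3 SD above its plate mean, without a fluorescence outlier flag or 80% toxicity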;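 further: spot-positive cell cutoff set from DMSO-treated cells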
T cell HTS: modulators of CD8 T cell-vesicle binding, primary screen, mouse 2C CD8+ T cells, flow cytometry. calls only at 7 µM. 330,000 compounds, 0.068% hits. 2C CD8+ T cell-vesicle binding; hits give low values;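 active means response, share of CD8 T cells binding vesicles, and their 90th percentile fluorescence all below set limits, cut at about 80% in these data, passing the limit was not always enough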
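Incubation: binding step 1.5 h, 37 °C, antibody labelling 20 min, ice; system: murine 2C transgenic CD8+ T lymphocytes; technique: cytometric PE anti-B7-1 and Alexa647 anti-CD8 signals after 1% paraformaldehyde fixation; also added: QL9-charged Drosophila Ld/ICAM-1/B7-1 vesicles; control set: naked versus QL9-loaded vesicles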
Ins promoter up cell count: also measured in Ins promoter up; calls as there; cell count; measured here: cytotoxicity, nuclei count;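 total cells summed across four imaged fields per well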
Hep lipid drop cells 6.5 µM: second read-out of Hep lipid drop, no call of its own (marks repeat the call); cell count; measured here: cell count, cytotoxicity flag;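 cells counted across two imaged fields per well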
b-catenin transl cell count 5 µM: second read-out of b-catenin transl, no call of its own (marks repeat the call); cell count; measured here: cell count, cytotoxicity flag
T cell HTS vesicle-bound %: recorded beside T cell HTS, whose call it bears; double positive events, %; measured here: CD8+ vesicle-bound cell fraction;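 binding gate set so that unloaded-vesicle control wells show 10% double positive cells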
MT stabilizer Hoechst-high %: also measured in MT stabilizer; calls as there; % Hoechst-high responders; measured here: nuclear condensation Hoechst responders;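 share of cells brighter than vehicle mean plus two SD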
MT stabilizer cytotoxicity %: further read-out of MT stabilizer, marked with its call; toxicity, %; measured here: cytotoxicity by cell density;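 0% = mean cell density of plate MIN control wells and 100% = no cells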
Autophagy HCS cell loss 18 h: also measured in Autophagy HCS; calls as there; toxicity, %; measured here: cell loss, nuclei count;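 cell loss after 18 h compound exposure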
* marks the source's active call; other numbers are inactive results; i = inactive; / = no result given. Unless noted, no stated cut-off is given here; in the data, active means inhibition above about 50%; inactive means the rest.

SMILES	b-catenin transl	b-catenin transl cell count 5 µM	MT stabilizer	MT stabilizer Hoechst-high %	MT stabilizer cytotoxicity %	Hep lipid drop	Hep lipid drop cells 6.5 µM	human PMI inhibition	PMI inhibition	Ins promoter up	Ins promoter up cell count	TNAP activation fold	Autophagy HCS	Autophagy HCS cell loss 18 h	T cell HTS	T cell HTS vesicle-bound %
CCC(CC)NC(=O)COC(=O)c1cccc(C)c1O	/	/	1.2	1.5	6.5	11	775	1%	2%	0.82	888	1.2	i	-1	i	15
O=C1CCCC2=C1C(c1ccccc1)C1C(=O)c3ccccc3C1=N2 (stereo not given)	-2.7	523	2.8	2.6	6.5	0	654	-1%	-8%	0.55	1264	0.9	i	25	i	12
O=C(CCN1C(=O)C2C3C=CC(C3)C2C1=O)Nc1ccc(F)cc1 (stereo not given)	-0.3	1090	2.6	2.5	16	-27	718	17%	13%	0.54	1843	1.1	i	5	i	28
OCCCCc1nccc2c1[nH]c1ccccc12	-0.5	1349	/	/	/	1	837	/	/	0.41	919	/	/	/	i	23
CC(=O)c1nnn(-c2c(F)cccc2F)c1C	-3.2	1097	/	/	/	1	752	/	/	0.04	1426	/	/	/	i	53
Cc1ccc(NC=C(S(=O)(=O)c2ccccc2)S(=O)(=O)c2ccccc2)cc1	-2.3	1121	2.5	2.3	6.9	-4	670	13%	4%	0.05	1428	1.1	i	-15	i	34
Cc1ccc(S(=O)(=O)NCCC(=O)NCc2ccc3c(c2)OCO3)cc1C	/	/	1.4	1.8	7.3	-6	786	12%	5%	0.43	1071	1.1	i	-11	i	24
C#CCNC(=O)C1=C[C@@H](C2CC2)C[C@@H](OCCCCO)O1	0.3	1331	/	/	/	7	612	/	/	-0.23	958	/	/	/	i	32
Clc1cccc(Cl)c1-c1nnc2cccc(Cl)n12	1.2	419	2.8	2.1	1.1	14	743	-10%	-8%	/	/	1.1	i	-10	i	6
CCOC(=O)N1CCC(Nc2c(NCCCN(CC)Cc3ccccc3)c(=O)c2=O)CC1	/	/	3.6	2.5	5.6	/	/	-2%	4%	0.58	1026	1.2	i	10	i	43
Cc1cnc(C(=O)NC(C)CCc2ccccc2)cn1 (stereo not given)	-2.1	1093	3.0	3.3	5.3	14	720	0%	-2%	-0.27	1206	1.1	i	-1	i	36
Cn1c(=N)n(CC(=O)C(C)(C)C)c2ccccc21	1.4	1012	3.6	1.3	0.1	10	803	-9%	-13%	0.16	983	1	i	15	i	47
COC(=O)c1cnn(-c2ccc(Cl)cc2)c1/C=N/NC(N)=S	1.1	1341	/	/	/	25	722	/	/	-0.98	1398	/	/	/	i	56
COc1cc(/C=C2\SC(=O)N(c3cccc(Cl)c3)C2=O)cc([N+](=O)[O-])c1O	1.3	1050	1.5	1.7	5.0	-18	611	-1%	10%	-0.99	1392	0.8	i	34	/	/
CCC(=O)Nc1ccc(C(=O)NNC(=O)c2cccs2)cc1	/	/	2.1	2.0	5.9	/	/	-7%	-7%	/	/	1.1	i	1	i	61
CCOC(=O)c1cc(-c2csc(COc3ccccc3)n2)on1	0.3	1139	/	/	/	7	764	/	/	0.25	1435	/	/	/	i	30
COC(=O)c1ccc(NC(=S)Nc2ccccc2)cc1	0.4	1099	3.0	2.9	7.0	-24	669	11%	8%	-0.23	1898	0.9	i	-24	i	18
CCn1c(SCC(=O)N2CCN(C(=O)c3ccco3)CC2)nnc1C(C)C	-1.5	1075	1.7	1.2	5.9	21	729	5%	12%	-0.29	1327	1.1	i	7	i	62
CCOc1cc(C(=O)Nc2ccon2)cc(OCC)c1OCC	0.3	1215	2.0	1.6	3.1	-1	746	12%	1%	-0.22	1269	1.1	i	-10	i	62
ON1C(c2ccccc2C(F)(F)F)N(O)[C@H]2CCCC[C@H]21 (stereo not given in full)	3.4	1443	2.1	1.2	1.5	/	/	-23%	-37%	-0.6	1261	1.1	i	2	i	33
CCCCC(=O)N/N=C(C)/C=C/c1ccccc1F	0.1	1014	3.8	1.5	4.2	2	706	5%	7%	0.42	1306	1	i	8	/	/
CCC(=O)N(C)CCc1cc2c(c(OC)c1/C=N/NC(=O)c1ccncc1)OCO2	-1.3	1286	/	/	/	-13	714	/	/	0.51	996	/	/	/	i	27
O=C(Nc1ccccc1)c1cccc(S(=O)(=O)NCc2ccco2)c1	1.5	1207	5.0	0.9	2.4	/	/	7%	6%	-0.74	1639	1.1	i	3	i	15
COC(=O)CCn1nnc(-c2cccs2)n1	0.9	1060	2.8	1.5	7.3	0	671	13%	16%	1.7	1351	1.1	i	-1	i	34

Two entries picked at random from those above, as already listed:
SMILES	b-catenin transl	b-catenin transl cell count 5 µM	MT stabilizer	MT stabilizer Hoechst-high %	MT stabilizer cytotoxicity %	Hep lipid drop	Hep lipid drop cells 6.5 µM	human PMI inhibition	PMI inhibition	Ins promoter up	Ins promoter up cell count	TNAP activation fold	Autophagy HCS	Autophagy HCS cell loss 18 h	T cell HTS	T cell HTS vesicle-bound %
CCn1c(SCC(=O)N2CCN(C(=O)c3ccco3)CC2)nnc1C(C)C	-1.5	1075	1.7	1.2	5.9	21	729	5%	12%	-0.29	1327	1.1	i	7	i	62
CCC(=O)N(C)CCc1cc2c(c(OC)c1/C=N/NC(=O)c1ccncc1)OCO2	-1.3	1286	/	/	/	-13	714	/	/	0.51	996	/	/	/	i	27

Following part:
SMILES	b-catenin transl	b-catenin transl cell count 5 µM	MT stabilizer	MT stabilizer Hoechst-high %	MT stabilizer cytotoxicity %	Hep lipid drop	Hep lipid drop cells 6.5 µM	human PMI inhibition	PMI inhibition	Ins promoter up	Ins promoter up cell count	TNAP activation fold	Autophagy HCS	Autophagy HCS cell loss 18 h	T cell HTS	T cell HTS vesicle-bound %
Nn1c(SCC(=O)N2CCN(S(=O)(=O)c3ccccc3)CC2)nnc1-c1cccs1	-2.4	1408	2.3	2.0	1.4	/	/	4%	1%	0.14	1309	1.1	i	-6	i	56
Cc1ccc(N(CC(=O)NCc2cccnc2)S(C)(=O)=O)cc1C	1.1	1042	3.1	2.4	11	-39	621	6%	7%	0.04	1906	1.1	i	4	i	8
Cc1cccc(NC(=O)c2cc(Cl)nc3ccccc23)n1	-3.3	1212	/	/	/	0	690	/	/	-0.62	1402	/	/	/	i	55
Cc1cccc(C(=O)NNC(=O)CCC(=O)Nc2cccc(Cl)c2C)c1	/	/	2.4	3.1	7.2	-26	563	20%	11%	0.42	1240	1.5	i	4	i	41
CCOC(=O)C1(Cc2cccc(Cl)c2)CCCN(C(=O)c2ccc(C)nc2)C1 (stereo not given)	-3.5	1196	3.0	2.7	2.4	-9	718	9%	9%	0.14	1345	1.1	i	-31	i	51
O=C(c1cnn2c(C(F)F)cc(-c3ccccc3)nc12)N1CCCc2ccccc21	/	/	1.2	0.8	3.2	-6	714	3%	2%	-1.4	945	1.1	i	-9	i	8
CCCC(=O)Nc1ccc(C(=O)NNC(=O)c2ccco2)cc1	-0.9	1331	2.8	1.2	7.6	/	/	-1%	-8%	0.33	1267	1.1	i	-29	i	56
CC1CCCC(NC(=O)C2CCC(CNc3c(N4CCCC4)c(=O)c3=O)CC2)C1C (stereo not given)	-0.4	1378	/	/	/	6	659	/	/	0.24	980	/	/	/	i	46
C#CCOCCOCCOCCNc1nc(N2CCN(C(=O)[C@H](CCC(=O)O)n3cc(C(N)[C@H](C)CC)nn3)CC2)nc(N2CCN(C(=O)[C@H](Cc3ccc(O)cc3)n3cc(C(N)[C@H](C)CC)nn3)CC2)n1 (stereo not given in full)	-3.0	1188	2.0	1.6	7.8	5	735	-9%	-24%	-0.24	1438	1.1	i	35	i	46
Clc1ccc(NCn2cncn2)nc1	1.1	1113	4.2	2.4	7.1	/	/	14%	11%	0.19	1053	1	i	-8	i	27
CCCCN1CNC(=S)N(c2cc(C)ccc2C)C1	-6.6	1246	2.6	2.6	6.3	-2	735	-4%	-2%	/	/	1	i	-31	i	48
CCc1ccccc1Nc1nc(N)nc(COC(=O)c2cccn2C)n1	-3.1	1052	1.0	0.8	8.7	/	/	-1%	1%	-0.97	1333	1	i	2	i	19
COc1cc(/C=C/C(=O)O)cc(S(=O)(=O)Nc2cc(Cl)c(Cl)cc2Cl)c1OC	2.0	1131	/	/	/	1	729	/	/	-0.17	1351	/	/	/	i	43
CCOC(=O)c1cc(-c2ccc(OC)cc2)n(CCC(=O)NCCN2CCC(C)CC2)c1C	-0.1	1092	3.6	1.0	0.4	0	755	5%	3%	-0.89	1063	1.1	i	-13	i	52
O=C(CN1C(=O)c2ccccc2C1=O)Nc1cccnc1	-2.9	999	6.3	3.5	6.5	/	/	-3%	2%	0.6	1182	1.1	i	12	i	35
Cc1cccn2c(CNC3CCCc4ccccc43)c(C(=O)N3CCOCC3)nc12 (stereo not given)	0.0	1288	/	/	/	-6	782	/	/	-0.03	1101	/	/	/	i	24
COc1ccc(NC(=O)c2cc3n(n2)C(C(F)(F)F)CC(c2ccc(OC)cc2)N3)cc1 (stereo not given)	-4.0	985	3.1	0.9	2.7	/	/	3%	4%	0.22	1206	1.1	i	7	i	46
CN1CCC(OC(=O)c2cccc(Cl)c2)CC1	-0.1	1104	1.5	1.0	6.5	11	691	-20%	-19%	-0.74	1395	1	i	-2	i	59
Cc1cccc(C)c1Nc1c(-c2ccc(N3CCOCC3)cc2)nc2ncccn12	-2.6	468	2.9	2.4	7.3	-4	756	9%	17%	0.49	926	1	i	-5	i	25
Cc1cc2cc(CCNC(=O)CC(C)C)c(=O)[nH]c2cc1C	-1.9	1082	4.2	2.3	6.0	1	612	11%	4%	-0.44	1857	1.1	/	/	/	/
COc1ccc(/C=N/NC(=O)c2cc(C3CC3)[nH]n2)cc1OC	-1.2	1328	/	/	/	-13	505	/	/	0.07	952	/	/	/	i	13
NC(=O)N/N=C/c1c(F)c(F)c(F)c(F)c1F	2.7	1335	1.9	1.7	0.7	2	632	1%	4%	0.39	1429	1.1	i	2	i	30
